# PGC1a acetyl inh: modulators of PGC1a acetylation; AID 651687; U2OS PGC1a acetylation, AlphaScreen anti-acetyl-lysine; with virally co-expressed GCN5 acetyltransferase; 0.17% of 350,000 active; inhibition, % at 15.6 µM;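 active = every replicate shows inhibition of at least 40%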;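 note: 0% = neutral control wells and 100% = positive control wells; some results beyond the cut were filed as inactive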
# ERAP1 HTS inh: blocks human ERAP1 aminopeptidase activity | 0.15% of 340,000 active | Q9NZ08 | inhibition, % at 10.7 µM | recombinant ERAP1, Leu-AMC fluorescence, 60 min;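 active = mean replicate inhibition of at least 30%, or all replicates individually reaching that 30% level; inactive = mean below 30% and not every replicate reaching it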;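 note: 0% = neutral control wells and 100% = L-leucinethiol positive control wells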
# Target sequence (Q9NZ08 whole entry, looked up): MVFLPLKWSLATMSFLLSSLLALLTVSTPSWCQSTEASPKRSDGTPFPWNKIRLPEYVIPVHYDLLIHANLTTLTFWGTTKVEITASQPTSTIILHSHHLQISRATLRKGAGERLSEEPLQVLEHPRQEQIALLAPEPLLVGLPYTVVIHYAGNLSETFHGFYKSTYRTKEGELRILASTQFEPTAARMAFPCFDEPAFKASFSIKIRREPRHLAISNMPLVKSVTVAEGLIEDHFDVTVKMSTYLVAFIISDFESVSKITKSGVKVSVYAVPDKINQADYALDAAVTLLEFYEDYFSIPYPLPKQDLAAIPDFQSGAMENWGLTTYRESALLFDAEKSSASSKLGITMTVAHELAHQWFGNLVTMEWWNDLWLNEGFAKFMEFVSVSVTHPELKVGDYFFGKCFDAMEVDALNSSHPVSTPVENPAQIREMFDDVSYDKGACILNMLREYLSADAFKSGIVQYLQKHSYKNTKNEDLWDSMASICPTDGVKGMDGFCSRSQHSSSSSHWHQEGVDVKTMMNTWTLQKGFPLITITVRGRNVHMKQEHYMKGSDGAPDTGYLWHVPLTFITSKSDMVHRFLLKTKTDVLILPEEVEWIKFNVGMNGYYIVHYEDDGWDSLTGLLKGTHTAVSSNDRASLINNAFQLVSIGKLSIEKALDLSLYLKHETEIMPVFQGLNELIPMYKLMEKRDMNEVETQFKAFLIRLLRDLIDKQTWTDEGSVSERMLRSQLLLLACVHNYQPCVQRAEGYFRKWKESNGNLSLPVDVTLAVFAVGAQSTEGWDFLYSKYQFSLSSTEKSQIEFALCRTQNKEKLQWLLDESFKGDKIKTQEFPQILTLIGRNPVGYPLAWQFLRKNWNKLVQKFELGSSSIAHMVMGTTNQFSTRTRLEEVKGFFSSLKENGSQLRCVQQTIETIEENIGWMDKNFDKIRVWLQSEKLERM
# PAX8 inh HTS: lowers PAX8-driven luciferase in RMG-I cells. AID 652154. 1.2% of 360,000 active. RMG-I TPO-luciferase reporter, SteadyGlo, 24 h. inhibition, % at 12.6 µM;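 active = mean replicate inhibition at least 60% with every replicate also reaching 60%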;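 note: luciferase light reporting Pax8 driven TPO promoter activity; plate controls were median of neutral control wells for no effect and mitoxantrone controls for full effect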
# EWS-Fli block: EWS/Fli transcriptional activity inhibition. A673 NR0B1-luciferase reporter, viability-normalised. inhibition, % at 12.6 µM. 0.67% of 350,000 active. AID 651661;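 active = mean inhibition of at least 50% after viability correction, with every replicate also passing that limit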;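 note: firefly luciferase signal divided by Alamar Blue viability fluorescence both relative to DMSO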
# FN deposit inh: fibronectin deposition inhibition; AH1F fibroblasts, Alexa488-fibronectin deposition fluorescence, overnight; inhibition, % at 12.6 µM; 0.086% of 350,000 active; AID 743247;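 active = mean inhibition across replicates of 30% or more, regardless of how many single replicates reach that level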;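 note: positive control wells lacked labelled fibronectin entirely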
#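 Schedule: 1 h cell adhesion before compound, then overnight fibronectin incubation; test system: AH1F fibroblast monolayer depositing Alexa488-labelled fibronectin into matrix; quantity: 10000 AH1F cells per well; probe or stimulus: fluorescent fibronectin at 24 nM final; signal: fluorescence, ex 485 nm, em 525 nm; evaluation: percent inhibition as loss of matrix-bound fibronectin fluorescence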
# PglD DTNB: blocks C. jejuni PglD acetyltransferase activity | purified PglD enzyme, DTNB colorimetric CoA detection | inhibition, % at 12.5 µM | 0.098% of 360,000 active | AID 602405; in the data active = inhibition above about 16%, passing the limit was not always enough; note: strong numbers were not always called active
# S100A4 inh HTS: inhibitors of human S100A4 binding to myosin IIA peptide; P26447; S100A4/TAMRA-MyoIIA peptide fluorescence polarization; 0.14% of 360,000 active; inhibition, % at 10.7 µM;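 active = mean inhibition of at least 70% across replicates, with every replicate also reaching that level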
# Target sequence (P26447 whole entry, looked up): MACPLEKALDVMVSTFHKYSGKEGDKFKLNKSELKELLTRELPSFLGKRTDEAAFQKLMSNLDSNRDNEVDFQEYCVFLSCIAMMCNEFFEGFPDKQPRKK
#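 Material: human S100A4 monomer with TAMRA-labelled myosin IIA peptide; buffer or medium: HEPES pH 7.2 with CaCl2, KCl, NaCl, DTT, Triton; compound dosing: one concentration per compound; schedule: 5 min incubation before reading; benchmarks: neutral control DMSO, positive control TFP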
# LGR2 antag: blocks bursicon-induced cAMP signaling via Drosophila LGR2; inhibition, % at 9.99 µM; 0.35% of 380,000 active; HEK293 LGR2, CRE-luciferase, bursicon-stimulated, 4 h; AID 720647;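 active = drop in luminescence signal, shown as inhibition above about 50% in the replicate tests, limit read from the data, passing the limit was not always enough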;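 note: agonist challenge used bursicon conditioned medium at about half maximal strength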
# * marks the source's active call; other numbers are inactive results; x = no result given.
# Sequence of screens: PGC1a acetyl inh	ERAP1 HTS inh	PAX8 inh HTS	EWS-Fli block	FN deposit inh	PglD DTNB	S100A4 inh HTS	LGR2 antag
- CC(C)(C)c1ccc(S(=O)(=O)NC(=O)C2(C)CCN2C(=O)C2(c3ccc(Cl)cc3)CC2)cc1 (centres undefined)
    -7	9	-16	-4	0	0	5	16
- COCC(=O)N(C)C[C@@H]1Oc2cc(-c3ccncc3)ccc2S(=O)(=O)N([C@H](C)CO)C[C@H]1C
    6	1	x	-29	2	4	-10	-2
- Cc1cccc(NC(=O)c2cccc(N3C(=O)CCC3=O)c2)c1
    -4	1	-30	x	9	-2	1	-4
- COc1cccc(-c2c(-c3cc(OC)cc(OC)c3)n(C)c3ccc(-c4cnc(OC)nc4)cc23)c1
    -3	x	42	29	7	5	x	7
- O=C(Nc1ccc(Cl)c(Cl)c1)N[C@H]1CC[C@H](CCn2cc(C3CCCCC3)nn2)O[C@H]1CO
    7	0	-36	1	-8	-1	47	2
- CCN(CC)C(=O)c1cccc(-c2csc(C(NC(C)=O)c3ccccc3)n2)c1 (centres undefined)
    -3	6	-1	10	0	x	1	14
- CCCCCCCCNc1ncnc2[nH]ncc12
    5	2	8	-1	-4	x	-1	0
- COCCN1CCCC(CNCc2cn(C)nc2-c2ccc(Oc3ccccc3)cc2)C1 (centres undefined)
    -17	0	5	7	x	x	-19	4
- Cc1ccccc1CS(=O)(=O)CCC(=O)NCCCN1CCN(c2ccccc2F)CC1
    x	2	x	x	x	5	-1	-57
- COc1ccc(NC(=O)CSc2n[nH]c(=O)n2C2CC2)cc1OC
    -7	0	8	-4	-8	-5	4	-3
- CCOc1ccc(-c2cn3ccccc3n2)cc1[N+](=O)[O-]
    x	2	-88	-135	4	x	-6	-64
- CCc1ccccc1-n1nnnc1SCC(=O)Nc1cc(C)on1
    -13	0	24	1	2	0	0	-5
- COc1ccc(NC(=O)N[C@H]2CC[C@H](CCn3cc(-c4ccccc4F)nn3)O[C@@H]2CO)cc1
    69*	1	7	3	x	-1	-9	-3
- CO[C@H]1CN(C)C(=O)c2cc(NS(=O)(=O)CC(F)(F)F)ccc2OC[C@@H](C)N(CCC(F)(F)F)C[C@H]1C
    -12	1	4	2	-18	-1	2	-7
- Cc1ccc(S(=O)(=O)N2CCN(C(=O)COC(=O)/C=C/c3cccc(Cl)c3)CC2)c(C)c1
    x	-3	-1	3	20	x	-2	-20
- COc1ccc(-n2c(C)nnc2SCC(=O)Nc2ccccc2F)cc1
    x	2	-19	-7	1	-6	-4	14
- CC1(CCc2ccccc2)NC(=O)N(CC(=O)Nc2ccccc2C#N)C1=O (centres undefined)
    7	0	21	-3	3	x	-2	16
- CO[C@@H]1CN(C)C(=O)c2cc(NS(=O)(=O)CC(F)(F)F)ccc2OC[C@H](C)N(Cc2cccnc2)C[C@H]1C
    7	0	-23	2	x	-1	1	-4
- CCOC(=O)C1CCCN(C(=O)/C=C/c2cc(OC)c(OC)c(OC)c2)C1 (centres undefined)
    3	1	2	4	16	x	-3	x
- Cc1c(-n2c(O)c(C3=c4ccccc4=NC3=O)sc2=O)c(=O)n(-c2ccccc2)n1C
    -8	3	-9	17	5	x	-4	2
- CCCc1nnc(NC(=O)CCC(=O)N2CCN(Cc3ccc(F)cc3)CC2)s1
    -2	-3	12	x	10	-2	-2	7
- COc1ccc(C2=CSC(/N=C/c3ccc(F)cc3)=NN2)cc1
    -13	1	x	-12	x	-3	-3	-53
- CC(C)NC(=O)N1C[C@@H]2[C@H](c3ccccc31)[C@H](CO)N2C(=O)c1ccccc1
    -1	1	-8	4	x	-2	-3	-15
- C[C@H]1CN([C@@H](C)CO)C(=O)CCCn2nncc2CO[C@@H]1CN(C)C(=O)OCc1ccccc1
    4	1	2	8	-6	0	13	27
- COc1ccc(C(=O)Nc2ccc(C(=O)c3ccccc3)cc2)cc1
    -1	-9	5	4	-4	-5	0	-3
- O=C(CCNC(=O)C1CCN(S(=O)(=O)c2ccccc2)CC1)NCc1cccnc1
    0	-2	1	9	-7	-5	1	x
- Cc1[nH]n(-c2ccccc2)c(=O)c1C=NCC1CCCO1 (centres undefined)
    x	0	-18	10	16	-1	0	-6
- O=C(O)CC/C(=N/NC(=O)c1cn(-c2ccccc2)nc1-c1ccccc1)C(=O)O
    x	7	3	1	2	6	10	12
- CN(C)c1ccc(/C=C(\NC(=O)c2ccccc2)C(=O)NCc2cccnc2)cc1
    -9	0	7	-13	1	-4	-3	-4
- CN(CC(=O)Nc1c(Cl)cccc1Cl)C(=O)c1ccccc1SCC(=O)N1CCCC1
    -4	0	-5	-8	2	1	4	-13
- Fc1ccc(NC(=S)N2CCOCC2)c(F)c1
    x	2	8	-2	-6	-16	0	10
- O=C(Nc1ccccc1F)N[C@H]1CC[C@@H](CC(=O)N2CCCCC2)O[C@@H]1CO
    -4	-2	2	3	-2	3	16	8
- CC1CCN(CCCNC(=O)c2ccc(CSCc3cccc(Cl)c3)o2)CC1
    -3	x	x	x	-1	0	x	-7
- CCCn1c(=O)[nH]c(=O)c2c(C(F)(F)F)cc(-c3ccc(C)cc3)nc21
    18	2	-18	1	-9	x	-11	-11
- CN(C)c1cccc(C(=O)NNC(=S)NC2CC3CCC2C3)c1 (centres undefined)
    -1	8	-97	-19	-6	-1	-4	-137
- CC(NC(=O)/C(C#N)=C/c1ccc([N+](=O)[O-])o1)c1ccccc1 (centres undefined)
    x	4	46	69*	0	-5	-5	-11
- Cc1cccc(C(=O)NNC(=O)C(=O)NC(C)(C)C)c1
    0	4	3	x	1	1	7	-7
- O=C(NC[C@@H]1[C@H](c2ccccc2)[C@@H](CO)N1C(=O)C1CC1)NC1CCCC1
    -6	4	-39	17	x	10	2	4
- CC(=O)Nc1ccc(C(=O)N/N=C/c2ccncc2)cc1
    5	2	10	-6	10	x	0	-25
- O=C(NCc1ccco1)/C(=C\c1ccc(F)cc1)NC(=O)c1ccco1
    x	-5	3	-2	-2	8	-4	-14
- Cc1cc(C)c2c(C)c(C(=O)Nc3c(C)n(C)n(-c4ccccc4)c3=O)oc2c1
    x	8	22	22	-9	x	-1	6
- CC(=O)N/N=C/C1=CCC2CC1C2(C)C (centres undefined)
    x	-1	-27	-9	-6	-2	-1	6
- CC(C)CC(=O)Nc1ccccc1-c1nnn(CC(=O)N2CCOCC2)n1
    1	0	x	x	x	1	3	7
- COc1ccccc1C1C(C(N)=O)=C(C)Nc2nc(-c3ccc(Cl)cc3)nn21 (centres undefined)
    -11	x	-6	6	10	5	-2	9
- Cc1ccc(NC(=O)CN(C)C(=O)C2COc3ccccc3O2)cc1 (centres undefined)
    x	0	1	14	-1	x	-7	-7
- C=C(C)Cn1c2ccc(NC(=O)NCC)cc2c(=O)n1C
    -5	1	9	-10	8	-5	7	12
- Cc1nn(CC(=O)NCCCc2ccccc2)c(C)c1[N+](=O)[O-]
    1	1	13	0	x	x	-15	-9
- COCCNC(=O)[C@@H]1[C@@H](CO)[C@@H]2Cn3c(ccc(-c4cccc(F)c4)c3=O)[C@H]1N2C(=O)NC(C)C
    x	-2	2	-7	x	2	6	-4
- Cc1ccc(S(=O)(=O)Nc2cc(C)c(O)c(Sc3n[nH]c(C)n3)c2)cc1
    x	-1	32	10	18	-1	-7	6
- CCCN(CCC)CCCNC(=O)CN1C(=O)CSc2ccc(S(=O)(=O)N3CCOCC3)cc21
    x	-3	9	23	3	x	-3	2
- CC(C)c1ccc(C(C)NC(=S)NC2CCCCC2)cc1 (centres undefined)
    x	-4	-3	x	6	0	0	13
- O=C(C[C@@H]1C[C@@H]2c3cc(NC(=O)Nc4ccccc4F)ccc3O[C@@H]2[C@@H](CO)O1)NCC1CC1
    -4	5	-5	-1	0	1	4	-5
- CCS(=O)(=O)N1CC2(CN(Cc3cc(F)ccc3F)[C@H](CO)c3c2c2ccc(OC)cc2n3C)C1
    -5	x	-22	15	-12	x	-1	-1
- C=CCn1c(C)cc(C(=O)Cn2c(C(C)O)nc3ccccc32)c1C (centres undefined)
    x	-3	4	-3	x	-1	-3	2
- C[C@H]1CN([C@@H](C)CO)S(=O)(=O)c2ccc(-c3ccncc3)cc2O[C@H]1CN(C)S(C)(=O)=O
    25	-5	x	1	-1	9	-16	9
- NC(=O)c1ccsc1NC(=O)COC(=O)CCCOc1ccccc1
    3	0	-18	0	-8	-4	-13	17
- CC(C)(C)NC(=O)C(c1ccncc1)n1c(=O)c(-c2ccco2)nc2ccccc21 (centres undefined)
    x	-10	-16	2	0	x	-5	-3
- C/C=C/C(=O)OCC(=O)Nc1ccc(C)c(S(=O)(=O)N(C)C)c1
    x	3	-18	-8	-1	x	-3	-2
- O=c1c2ccccc2nc2n1C(CSc1ccccc1)CS2 (centres undefined)
    x	1	11	-1	-2	x	2	-18
- CN(C)c1ccc(CC(=O)N2CCCCC2c2cc(C(=O)Nc3cccc4c3CCCC4)no2)cc1 (centres undefined)
    -11	-3	-2	2	-5	1	6	3

# Arranged by value in PglD DTNB (descending): some entries from above
smiles	PglD DTNB
O=C(NC[C@@H]1[C@H](c2ccccc2)[C@@H](CO)N1C(=O)C1CC1)NC1CCCC1	10
O=C(NCc1ccco1)/C(=C\c1ccc(F)cc1)NC(=O)c1ccco1	8
CC(=O)N/N=C/C1=CCC2CC1C2(C)C (centres undefined)	-2

# Whole records as entered above. Values in the order: PGC1a acetyl inh	ERAP1 HTS inh	PAX8 inh HTS	EWS-Fli block	FN deposit inh	PglD DTNB	S100A4 inh HTS	LGR2 antag
# CCN(CC)C(=O)c1cccc(-c2csc(C(NC(C)=O)c3ccccc3)n2)c1 (centres undefined) as listed: -3	6	-1	10	0	x	1	14
# CN(CC(=O)Nc1c(Cl)cccc1Cl)C(=O)c1ccccc1SCC(=O)N1CCCC1 as listed: -4	0	-5	-8	2	1	4	-13

# Going on with the list.
# Sequence of screens: PGC1a acetyl inh	ERAP1 HTS inh	PAX8 inh HTS	EWS-Fli block	FN deposit inh	PglD DTNB	S100A4 inh HTS	LGR2 antag
- COc1ccc2c(c1)cc(C(O)c1ccccn1)n2S(=O)(=O)c1ccccc1 (centres undefined)
    -5	x	-22	x	x	-7	x	-1
- O=C(O)c1ccccc1C(=O)c1ccc2c(c1)CCC2
    4	-4	3	-5	-9	2	3	-9
- CCOc1ccc(Oc2ccccc2NS(=O)(=O)c2ccc(CCC(=O)O)cc2)cc1
    6	4	20	4	-5	-4	-5	-3
- O=C(CC(=O)N/N=C/c1c(F)cccc1Cl)NCCc1ccccc1
    2	-1	-3	11	0	6	3	6
- COCC(=O)N1CCC2(CC1)CN[C@@H](CO)c1c2c2ccc(OC)cc2n1C
    -20	-1	-34	-6	-12	x	-28	-2
- Clc1ccc2nc(-c3ccccc3)cn2c1
    5	-1	-11	14	1	-4	-4	34
- COc1ccccc1C(=O)NCCC(=O)Nc1ccc(S(=O)(=O)N2CC(C)CC(C)C2)cc1 (centres undefined)
    x	1	-8	10	3	1	3	-8
- CCCN(Cc1nnc(-c2cccs2)o1)C(=O)CN1C(=O)NC2(CCCCC2)C1=O
    x	-5	6	-5	-6	x	-2	-26
- Cc1cccc(/C=N/Nc2nncc3ccccc23)c1
    x	1	-11	29	-7	0	2	17
- O=C(CN1CCOCC1)N[C@H]1CC[C@H](CCn2cc(C3CCCCC3)nn2)O[C@H]1CO
    3	-1	x	x	5	1	12	-2
- O=C(N/N=C/c1ccc2c(c1)OCO2)C(=O)Nc1cccc(Cl)c1
    -10	3	-62	-50	0	6	-2	-22
- C[C@@H]1CN([C@@H](C)CO)C(=O)c2cc(C#CC3(O)CCCC3)cnc2O[C@H]1CN(C)Cc1ccccn1
    6	1	-7	4	x	5	11	18

# Compound activity (PubChem BioAssay)
